# N-glyco inh: increase of ERlucT glycosylation luciferase signal, primary screen, N-linked glycosylation inhibitor project, D54 ERlucT cells, luminescence, set 2 | actives 0.23% (n = 360,000) | reporter increase, % at 12.5 µM | D54 ERlucT glycosylation luciferase reporter, 24 h; percent of 100 nM tunicamycin response;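 active means mean luciferase reporter signal, scaled so untreated is 0 and the glycosylation-blocking control 100, at or above a set limit in every replicate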;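 further: luciferase carries N-glycosylation sites so blocking glycosylation raises the light; 0% = median of neutral control wells and 100% = median of 100 nM tunicamycin wells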
# HTR2A ag: mouse Htr2a agonists via beta-arrestin recruitment, primary screen, cell-based, luminescence. 5-hydroxytryptamine receptor 2A (Mus musculus), P35363. CHO-K1 mHTR2A beta-arrestin complementation; percent of 30 µM serotonin response. activation, % at 7.6 µM. actives 0.66% (n = 360,000);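 active means activation above a run cutoff, the mean activation of all tested compounds plus 3 SD, cut at about 14% in these data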;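 further: 0% = plate median of compound wells and 100% = 30 µM serotonin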
# Target sequence (P35363 whole entry, looked up): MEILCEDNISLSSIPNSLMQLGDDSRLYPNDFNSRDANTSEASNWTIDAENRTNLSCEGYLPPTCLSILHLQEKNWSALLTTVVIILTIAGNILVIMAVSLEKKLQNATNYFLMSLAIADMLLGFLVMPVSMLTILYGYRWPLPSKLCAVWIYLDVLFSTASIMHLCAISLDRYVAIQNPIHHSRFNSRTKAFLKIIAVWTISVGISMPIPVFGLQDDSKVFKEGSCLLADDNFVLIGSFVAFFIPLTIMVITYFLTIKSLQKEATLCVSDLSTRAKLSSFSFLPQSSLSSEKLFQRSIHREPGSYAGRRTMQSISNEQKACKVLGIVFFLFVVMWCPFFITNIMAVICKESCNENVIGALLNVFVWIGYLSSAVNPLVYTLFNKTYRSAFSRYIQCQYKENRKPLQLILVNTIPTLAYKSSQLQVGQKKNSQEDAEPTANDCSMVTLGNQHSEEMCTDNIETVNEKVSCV
# Exocytosis inh: LAMP-1 surface exposure blockers, TALL-104 cells – cell-based, flow cytometry, MLPCN library, primary screen; AID 651702, 2012; inhibition, % at 10 µM; TALL-104 LAMP-1 surface exposure; cells stimulated with thapsigargin and PMA; actives 0.66% (n = 360,000);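 active means inhibition above about 55%, limit read from the data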
# ABCB6 inh MLPCN: ABCB6 transporter inhibitors, primary screen, K562-ABCB6 cells, flow cytometry, MLPCN library; ATP-binding cassette sub-family B member 6 (Homo sapiens), Q9NP58; K562-ABCB6 porphyrin accumulation, 1 h; active compounds read low; fluorescence ratio to DMSO, % at 10 µM; actives 0.19% (n = 360,000);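 active means fluorescence ratio to DMSO below 75%, the collection mean minus 3 SD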;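 further: signal is porphyrin accumulated inside mitochondria; 100% equals median channel fluorescence of DMSO control wells; lower ratio means ABCB6 inhibition with less porphyrin fluorescence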
# ABHD5 PLIN5 PPI: ABHD5-PLIN5 interaction inhibitors, primary screen, cell lysate, split luciferase complementation, luminescence | Perilipin-5 (Homo sapiens) + 1-acylglycerol-3-phosphate O-acyltransferase ABHD5 (Homo … | Split G. princeps luciferase complementation, 4 h | inhibition, % at 4 µM | actives 0.78% (n = 360,000);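 active means inhibition above the mean inhibition across every tested compound plus 3 SD, cut at about 22% in these data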;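 further: 0% = DMSO only wells and the 100% control is not disclosed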
# MC4R barr agon: MC4R agonists recruiting beta-arrestin, primary screen, cell-based, luminescence, agonist arm of biased-ligand search; activation, % at 8.9 µM; Melanocortin receptor 4 (Homo sapiens), P32245; actives 0.98% (n = 360,000); U2OS MC4R beta-arrestin complementation; percent of melanotan II response, DMSO zero;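 active means activation above a per-plate cutoff, the mean activation of sample wells on that plate plus 3 SD, cut at about 8% in these data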
# CaV13 FRET inh: Primary screen for inhibitors of IQ motif and Ca2+-dependent inactivation inhibitor domain binding in CACNA1D, Förster resonance energy transfer in living cells, …; inhibition, % at 12.3 µM; AID 743397; HEK cells, CFP/YFP FRET ICDI-IQ, plate reader, 10 min; percent FRET-ratio fall versus neutral wells; actives 0.098% (n = 340,000);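 active means mean replicate inhibition of at least 30% and at least 1% of replicates passing that level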;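 further: 0% = median of the neutral control wells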
# H9c2 protect: cardioprotection against H2O2-induced cell death, primary screen, uHTS, H9c2 cells, ATPLite luminescence | actives 0.63% (n = 360,000) | protection from H2O2 cell death, % at 20 µM | H9c2 cardiomyocytes, H2O2 injury protection, 2 h;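 active means compounds giving at least 50% protection of heart cells from peroxide-induced death in the single-dose screen, raw or plate-pattern-corrected value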;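 further: 0% = DMSO wells with peroxide and 100% = DMSO wells without peroxide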
# MC4R antag cAMP: MC4R antagonists of cAMP signaling, primary screen, cell-based, TR-FRET, antagonist arm of biased-ligand search; Melanocortin receptor 4 (Homo sapiens), P32245; MC4R-expressing cells, MTII-stimulated cAMP, LANCE TR-FRET; inhibition, % at 6.5 µM; actives 0.48% (n = 360,000); AID 540295, 2011;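 active means inhibition above its plate's cutoff, the mean of tested wells on that plate plus 3 SD, cut at about 29% in these data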;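 further: 0% = Melanotan II alone and 100% = Melanotan II plus saturating MCL0020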
#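 System – human MC4R-expressing U2OS cells · Also added – Melanotan II · Dosing – one concentration, 6.5 µM nominal · Timing – 30-min compound, 1-h challenge, 1-h detection, room temperature · Measured by – Eu-cAMP/anti-cAMP TR-FRET, emission 671 nm · Replicates – singlicate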
# PDI turbidity: inhibitors of human PDI, primary screen, biochemical, turbidity, single point, plate reader. inhibition, % at 10 µM. Protein disulfide-isomerase (Homo sapiens), P07237. PDI insulin aggregation turbidity, A650, 90 min. actives 0.052% (n = 350,000);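 active means mean inhibition across replicates of 30% or more, whatever share of single replicates reach that level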;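 further: absorbance from insulin aggregation driven by PDI reduction with DTT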
# Target sequence (P07237 whole entry, looked up): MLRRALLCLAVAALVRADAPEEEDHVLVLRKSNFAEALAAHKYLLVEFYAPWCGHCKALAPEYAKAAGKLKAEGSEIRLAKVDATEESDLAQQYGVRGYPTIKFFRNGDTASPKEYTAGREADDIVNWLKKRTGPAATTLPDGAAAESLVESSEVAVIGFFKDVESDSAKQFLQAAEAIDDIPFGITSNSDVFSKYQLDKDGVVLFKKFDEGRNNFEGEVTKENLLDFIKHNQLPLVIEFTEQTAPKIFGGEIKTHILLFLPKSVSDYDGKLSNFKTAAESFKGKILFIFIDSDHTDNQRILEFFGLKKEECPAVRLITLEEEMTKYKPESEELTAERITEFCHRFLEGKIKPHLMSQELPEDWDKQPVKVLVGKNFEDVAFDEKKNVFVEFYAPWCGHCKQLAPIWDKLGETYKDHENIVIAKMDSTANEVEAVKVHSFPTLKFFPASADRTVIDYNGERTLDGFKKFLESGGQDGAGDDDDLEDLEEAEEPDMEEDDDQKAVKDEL
# * marks the source's active call; other numbers are inactive results; · = not tested or not shown; + = active, no number.
no.	structure	N-glyco inh	HTR2A ag	Exocytosis inh	ABCB6 inh MLPCN	ABHD5 PLIN5 PPI	MC4R barr agon	CaV13 FRET inh	H9c2 protect	MC4R antag cAMP	PDI turbidity
1	CCCOc1ccc(C2CC(=O)Nc3cc(OC)c(OC)cc32)cc1 (configuration not stated)	-2	-2	7	95	0	0.5	-5	-10	9	-8
2	COc1ccc(C2C3=C(CC(C)(C)CC3=O)N(C)C3=C2C(=O)CC(C)(C)C3)cc1	1	-3	0	96	-5	-0.8	+	17	-1	1
3	Cc1ccc(NC(=O)CCC(=O)c2ccc(Br)cc2)cc1	1	-3	-2	95	4	-0.1	-3	5	-5	0
4	Cc1cccc(C(C(=O)NC2CCCC2)N(Cc2cccnc2)C(=O)c2csnn2)c1 (configuration not stated)	2	10	-4	98	2	-1.0	-2	-1	19	-3
5	COc1ccc(C(CNC(=O)c2ccc(C)o2)N2CCOCC2)cc1 (configuration not stated)	-1	1	-2	91	-8	-0.6	-5	0	5	1
6	CC(C)Cn1c2c(c(O)c(C(=O)Nc3ccc(F)cc3)c1=O)CCCC2	-1	-4	-2	95	-2	0.0	·	-11	-11	-22
7	Cc1ccc2nc(N/C(=N/S(=O)(=O)c3ccc(F)cc3)c3ccccc3)sc2c1	1	2	4	93	-5	-0.8	-5	-20	13	2
8	CC(=O)N(C)c1ccc(NS(=O)(=O)Cc2ccccc2)cc1	-3	-1	1	100	0	-1.8	-4	7	6	-3
9	CCCN1C(=O)SC(CC(=O)Nc2cccc3ccccc23)C1=O (configuration not stated)	-1	8	24	101	-10	-1.4	-5	-9	5	0
10	Cc1ccc(C)[n+](CC(=O)N2CCCCC2)c1	-1	0	2	96	9	0.8	2	-4	1	-11
11	CC(O)(CS(=O)(=O)Cc1ccccc1)C(=O)Nc1cccc(C(F)(F)F)c1 (configuration not stated)	2	-4	0	105	5	-3.1	-7	-2	11	-10
12	Cn1c(CO)cnc1SCC(=O)c1ccc(F)cc1	-2	5	3	98	0	-1.6	-5	-4	3	-1
13	COc1cc2c(cc1OC)CN(C(=O)c1cccs1)CC2	1	2	2	98	3	-0.4	·	9	19	19
14	CCOc1ccc(S(=O)(=O)N2CCOCC2)cc1NC(=O)Cc1c(F)cccc1Cl	-3	-2	-2	98	-10	-1.4	-4	3	6	-1
15	COc1cccc(-c2nc(CS(=O)CC(=O)NC3CC3)c(C)o2)c1 (configuration not stated)	0	2	2	95	2	1.5	2	1	3	·
16	Cc1cc(C(=O)COc2ccccc2C(N)=O)c(C)n1C1CC1	-3	0	-2	91	0	-0.4	-6	44	-3	1
17	NC(=NCCc1ccccc1)NS(=O)(=O)c1cccs1	4	-4	9	95	0	-3.3	-9	4	11	-8
18	CC(OC(=O)Cn1cnc2c1c(=O)n(C)c(=O)n2C)C(=O)N(C)c1ccccc1 (configuration not stated)	3	2	-6	99	-2	-2.6	-8	7	14	-3
19	O=C1CSC(c2ccc(F)cc2)N1c1c(F)cccc1F (configuration not stated)	-1	-6	7	101	-39	0.6	-4	-1	3	-42
20	Cc1ccccc1OCCC(=O)OCC(=O)Nc1ccc2[nH]c(=O)[nH]c2c1	1	-3	21	98	-4	-0.4	-2	-2	-5	0

# A different layout for eleven compounds above:
# Order of values: N-glyco inh, HTR2A ag, Exocytosis inh, ABCB6 inh MLPCN, ABHD5 PLIN5 PPI, MC4R barr agon, CaV13 FRET inh, H9c2 protect, MC4R antag cAMP, PDI turbidity
(7) Cc1ccc2nc(N/C(=N/S(=O)(=O)c3ccc(F)cc3)c3ccccc3)sc2c1
  1, 2, 4, 93, -5, -0.8, -5, -20, 13, 2
(8) CC(=O)N(C)c1ccc(NS(=O)(=O)Cc2ccccc2)cc1
  -3, -1, 1, 100, 0, -1.8, -4, 7, 6, -3
(9) CCCN1C(=O)SC(CC(=O)Nc2cccc3ccccc23)C1=O (configuration not stated)
  -1, 8, 24, 101, -10, -1.4, -5, -9, 5, 0
(10) Cc1ccc(C)[n+](CC(=O)N2CCCCC2)c1
  -1, 0, 2, 96, 9, 0.8, 2, -4, 1, -11
(11) CC(O)(CS(=O)(=O)Cc1ccccc1)C(=O)Nc1cccc(C(F)(F)F)c1 (configuration not stated)
  2, -4, 0, 105, 5, -3.1, -7, -2, 11, -10
(12) Cn1c(CO)cnc1SCC(=O)c1ccc(F)cc1
  -2, 5, 3, 98, 0, -1.6, -5, -4, 3, -1
(13) COc1cc2c(cc1OC)CN(C(=O)c1cccs1)CC2
  1, 2, 2, 98, 3, -0.4, ·, 9, 19, 19
(14) CCOc1ccc(S(=O)(=O)N2CCOCC2)cc1NC(=O)Cc1c(F)cccc1Cl
  -3, -2, -2, 98, -10, -1.4, -4, 3, 6, -1
(15) COc1cccc(-c2nc(CS(=O)CC(=O)NC3CC3)c(C)o2)c1 (configuration not stated)
  0, 2, 2, 95, 2, 1.5, 2, 1, 3, ·
(16) Cc1cc(C(=O)COc2ccccc2C(N)=O)c(C)n1C1CC1
  -3, 0, -2, 91, 0, -0.4, -6, 44, -3, 1
(17) NC(=NCCc1ccccc1)NS(=O)(=O)c1cccs1
  4, -4, 9, 95, 0, -3.3, -9, 4, 11, -8

# Next section
no.	structure	N-glyco inh	HTR2A ag	Exocytosis inh	ABCB6 inh MLPCN	ABHD5 PLIN5 PPI	MC4R barr agon	CaV13 FRET inh	H9c2 protect	MC4R antag cAMP	PDI turbidity
21	O=C(CCc1nc2cccnc2n1Cc1ccccc1)NCCc1ccc(Cl)cc1	·	-10	5	104	0	-0.2	-5	6	-5	2
22	COc1ccc(-n2ncc3c2CC(C)(C)CC3NC(=O)CCN2CCCCC2=O)cc1 (configuration not stated)	-2	-2	0	102	15	-0.8	-5	-2	5	1
23	O=C(O)CSCC(=O)Nc1ccccn1	-1	2	-2	103	-1	0.1	-5	-1	18	4
24	COC(=O)C[C@H]1CC[C@H](NC(=O)Nc2ccccc2)[C@@H](CO)O1	·	5	-2	·	3	·	-4	·	·	·
25	CCCCCCCCC(=O)N/N=C(\C)c1ccco1	2	-3	-3	94	-4	0.5	-4	-5	7	-20
26	CC(=O)N1CCN2C(=O)C1CCCC(=O)c1cc(C)ccc12 (configuration not stated)	1	-3	1	98	-5	-2.5	·	-4	-4	0
27	COc1ccc(-n2nc(C(=O)NCC(=O)NC3CCCCC3)c3ccccc3c2=O)c(OC)c1	-2	1	-5	168	1	-1.7	-3	4	8	4
28	O=C(/C=C/Nc1cccc(C(F)(F)F)c1)c1ccco1	-4	3	3	95	1	3.2	-5	-4	-10	13
29	OCCCn1c(C2CCCN2c2nc(-c3ccc(Cl)cc3)cs2)nc2cc(Cl)c(N3CCCCC3)cc21 (configuration not stated)	6	4	2	89	-2	-1.6	-10	28	1	2
30	CCOc1ccccc1-c1nc(-c2cc3ccc(C)cc3[nH]c2=O)no1	5	1	2	100	-1	4.5	-5	-3	1	5
31	Cc1ccc(C(=O)CCC(=O)OCc2nnc(-c3ccccc3)o2)cc1	0	6	-12	97	-6	0.1	-1	-6	-1	-2
32	C[C@H](CO)N1C[C@H](C)[C@@H](CN(C)S(=O)(=O)c2cccs2)Oc2ccc(NC(=O)c3ccncc3)cc2C1=O	5	8	-5	97	8	-2.0	-3	14	2	-1
33	COc1cc(C2C(C(=O)c3cccs3)=C(O)C(=O)N2CCN2CCOCC2)cc(OC)c1OC (configuration not stated)	1	2	4	104	7	-1.5	-20	2	9	2
34	C/C(=N/NC(=O)c1sc(NS(=O)(=O)c2ccc(C)cc2)nc1C)c1sc(N)nc1C	3	-3	-1	96	1	-1.5	-8	6	-3	-3
35	CCN(C)C1CN(Cc2cn(CCCOC)nn2)S(=O)(=O)C1 (configuration not stated)	·	1	0	263	5	·	-6	·	·	·
36	CC12CCC(C(=O)NCCCN3CCOCC3)(OC1=O)C2(C)C (configuration not stated)	1	2	0	90	-2	1.2	-4	2	4	0
37	COC(=O)c1c(C(=O)OC)c(-c2ccc(F)cc2)n2c1CS(=O)C2 (configuration not stated)	0	-1	-9	82	4	-0.7	-4	3	4	14
38	NC(=O)C1CCN(C(=O)c2cc(S(=O)(=O)N3CCOCC3)c(Cl)cc2Cl)CC1	·	5	-1	103	-2	-0.6	·	12	8	2
39	CC1(C)Cc2c(c(-c3ccccc3)nc(N3CCCC3)c2C(N)=O)CO1	3	-4	5	90	4	-1.2	0	-2	7	5
40	NNC(=O)Nc1cccc(C(F)(F)F)c1	0	-3	-9	96	-6	0.5	5	-2	0	-5
41	COc1ccc(C(CNC(=O)c2ccc(S(=O)(=O)N(C)C)cc2)N2CCCC2)cc1 (configuration not stated)	-8	1	5	96	-4	-1.7	-7	4	-6	9
42	O=C(CSc1nc2ccccc2n1CC(=O)N1CCCC1)Nc1ccc2c(c1)OCO2	-1	-1	-2	97	4	-0.2	-6	-4	3	-1
43	CCc1nc(N)c(C#N)c(-c2ccc(O)c(OC)c2)c1C	5	4	2	96	2	-0.2	-3	7	-3	13
44	N#Cc1ccccc1S(=O)(=O)N1CCN(C(=O)[C@H](Cc2ccccc2)NC(=O)c2ccco2)CC1	2	4	-5	96	-4	-1.8	-3	7	-2	1
45	CN1/C(=C\C(=S)NC(=O)c2cccc(Br)c2)C(C)(C)c2ccccc21	-4	-8	3	960	-11	-2.7	-16	-15	5	-1
46	CCC(Sc1nc(C)cc(=O)[nH]1)C(=O)Nc1sc2c(c1C#N)CCCC2 (configuration not stated)	1	9	0	96	2	0.6	-8	-13	3	4
47	CSc1oc(-c2ccccc2)nc1S(=O)(=O)c1ccc(C)cc1	-4	2	-8	99	7	0.8	-6	-7	5	-6
48	Cn1c(-c2cnn(-c3ccccc3)c2N)n[nH]c1=S	1	2	-1	100	0	-4.2	-7	-2	-6	-12
49	CCN1C(=O)[C@H]2[C@@H](c3ccc(C)cc3)N[C@]3(CCCN(Cc4ccco4)C3=O)[C@H]2C1=O	2	14	1	103	1	0.5	-3	3	-1	8
50	Cc1cc(NC(=O)CCC(=O)N(Cc2ccco2)C2(C(=O)NC3CCCC3)CCCCC2C)no1 (configuration not stated)	-4	-2	15	100	5	0.1	-2	4	10	14

# Screening results: PubChem, several laboratories
